JMJD2A Tudor = JMJD2A Tudor domain (human) inhibition; O75164; 390,000 compounds, 4.4% hits; AlphaScreen JMJD2A-Tudor / H3K4me3 peptide binding; Potency, µM (titrated, usually from 114 µM), for the others: at the highest dose activity change, negative = inhibition, usual class: inhibitors; further: potency means the concentration at half of the fitted maximal effect; on the % scale 0 is the no-effect control and ±100 the full control effect; nearly all actives have a fitted effect of over 50% in size
HP1b chromo inh = inhibitors of HP1-beta chromodomain binding to methylated histone tails; P83916; AlphaScreen HP1-beta / biotin-H3K9me3 peptide binding; Potency, µM (highest dose often 114 µM), inactives show at the top dose activity change, negative = inhibition, actives largely listed as inhibitors; 390,000 compounds, 0.56% hits; further: potency means the concentration at half of the fitted maximal effect; nearly all actives have a fitted effect of over 70% in size; inactives centre near 23
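AlphaScreen: HP1-beta (50 nM) preformed 30 min with biotin-H3(1-18)K9me3 peptide (50 nM) in PBS pH 7.4, 0.01% Tween-20. Compound added for 30 min at RT, then streptavidin donor/nickel chelate acceptor beads (10 ug/mL) for 30 min.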
ERG Ets-DNA blk = inhibitors of human ERG Ets domain-DNA interaction; P11308; fluorescence polarization, His-ERG Ets domain / labelled DNA; Potency, µM (highest dose often 76.9 µM), for the others: at the top dose FP activity, negative = inhibition, actives largely listed as inhibitors; 370,000 compounds, 0.028% hits; AID 624246; active means well fitted inhibition curve with a large enough effect in the polarisation, with a control signal flat; inconclusive means small, poorly fitted or top-dose-only effect, or effect the other way, or a change in a side signal; inactive means no such curve, though single readings can be large or run the other way; the % refers to the polarisation;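 further: polarization taken with two DNA probes labelled with fluorescein and Texas red; potency means the concentration at half of the fitted maximal effect; % of control where 0% means no effect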
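His-tagged ERG Ets domain (1 uM in the protein solution; 300mM KCl, 50mM Tris-HCl, 1mM EDTA, 1mM DTT, pH 7.5) received compound, then a probe mix of 5 nM fluorescein-DNA and 100nM Texas-615-DNA. Fluorescence polarization was read for both dyes.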
RGS4 inh = inhibitors of human regulator of G protein signaling 4; 390,000 compounds, 0.039% hits; P49798; Potency, µM (highest dose often 114 µM), without a hit: at the highest dose activity change, negative = inhibition, actives largely listed as inhibitors; Transcreener GDP fluorescence polarization, RGS4-accelerated GTP hydrolysis; further: potency means the concentration at half of the fitted maximal effect; on the % scale 0 is the no-effect control and ±100 the full control effect; nearly all actives have a fitted effect of over 75% in size; some results filed as inactive show a strong effect at the top dose
Target sequence (P49798 whole entry, looked up): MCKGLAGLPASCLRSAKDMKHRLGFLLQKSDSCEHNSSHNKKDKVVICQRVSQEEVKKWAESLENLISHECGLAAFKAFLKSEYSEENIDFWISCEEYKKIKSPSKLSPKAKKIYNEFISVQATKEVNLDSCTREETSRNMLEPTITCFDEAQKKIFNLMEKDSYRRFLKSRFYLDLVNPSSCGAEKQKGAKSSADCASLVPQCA
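MLSMR compounds (23 nl, pin-transferred) preincubated 10 min at room temperature with a 500nM (2x) first reagent, then RGS4 at 900nM (2x) plus Transcreener GDP mix added; fluorescence polarization (620/688 nm) read before and after 90 min at 30 °C.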
12-LOX inh = inhibitors of human 12S-lipoxygenase ALOX12 | P18054 | purified 12hLO, xylenol orange hydroperoxide absorbance | Potency, µM (titrated, usually from 108 µM), for the others: at the top dose activity change, negative = inhibition, most hits filed as inhibitors | 580,000 compounds, 1.1% hits | AID 1671190; further: potency means the concentration at half of the fitted maximal effect; on the % scale 0 is the no-effect control and ±100 the full control effect
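Hydroperoxide product was detected by ferrous iron/xylenol orange as the 573 to 405 nm absorbance ratio. Arachidonic acid at 40 uM (final) was turned over for 30 min at room temperature by 150 nM human 12hLO, pH 7.0 Hepes buffer, after 15 min compound preincubation.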
GLS inh = glutaminase GLS (human) inhibition. GLS enzymatic activity, qHTS titration. 410,000 compounds, 0.21% hits. AID 624170. O94925. Potency, µM (doses to about 45.5 µM), inactives show at the top dose activity change, negative = inhibition, most hits filed as inhibitors; further: potency means the concentration at half of the fitted maximal effect; on the % scale 0 is the no-effect control and ±100 the full control effect
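Two-point fluorescence kinetic (t0, 30 min RT) for hKGA; glutamate detected via glutamate oxidase–HRP–Amplex Red. Substrate: 1 mM L-glutamine solution; buffer 45 mM KH2PO4, pH 8.2.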
PI4K2A inh = blocks human PI4K2A kinase activity; Q9BTU6; purified PI4K2A, ADP-Glo luminescence, 1 h; stronger effect = lower value; activity change, negative = inhibition, % at 76.9 µM; AID 1346378; 420,000 compounds, 0.13% hits; in the data active means activity change below about -50%; inconclusive means mostly about -30% to -49%;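 further: -100% = wells without enzyme as full effect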
Target sequence (Q9BTU6 whole entry, looked up): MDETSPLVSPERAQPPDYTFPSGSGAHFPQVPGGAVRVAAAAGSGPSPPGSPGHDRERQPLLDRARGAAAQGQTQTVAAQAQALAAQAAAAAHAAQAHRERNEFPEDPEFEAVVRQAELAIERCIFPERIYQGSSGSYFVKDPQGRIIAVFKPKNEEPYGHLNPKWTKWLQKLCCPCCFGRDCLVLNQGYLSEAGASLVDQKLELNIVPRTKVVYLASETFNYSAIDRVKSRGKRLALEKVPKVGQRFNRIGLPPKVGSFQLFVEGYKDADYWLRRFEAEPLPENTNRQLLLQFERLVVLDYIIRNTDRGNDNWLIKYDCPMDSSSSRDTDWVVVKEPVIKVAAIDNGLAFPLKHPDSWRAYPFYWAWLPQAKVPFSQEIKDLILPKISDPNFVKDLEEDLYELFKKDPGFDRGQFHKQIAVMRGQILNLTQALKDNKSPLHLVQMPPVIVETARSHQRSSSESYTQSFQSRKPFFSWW
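In this quantitative HTS, ADP production by PI4K2A was quantified luminescently after 1 h at ambient temperature; 100 microM adenosine served as plate-quality control.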
G9a block = inhibitors of human histone lysine methyltransferase G9a; G9a H3K9 monomethylation, AlphaScreen, 2 h; Potency, µM (top dose mostly 102 µM), for the others: at the highest dose activity, negative = inhibition, actives largely listed as inhibitors; 350,000 compounds, 8.8% hits; further: potency means the concentration at half of the fitted maximal effect; on the % scale 0 is the no-effect control and ±100 the full control effect; nearly all actives have a fitted effect of over 75% in size
Target sequence (Q96KQ7 913-1193 limits assumed): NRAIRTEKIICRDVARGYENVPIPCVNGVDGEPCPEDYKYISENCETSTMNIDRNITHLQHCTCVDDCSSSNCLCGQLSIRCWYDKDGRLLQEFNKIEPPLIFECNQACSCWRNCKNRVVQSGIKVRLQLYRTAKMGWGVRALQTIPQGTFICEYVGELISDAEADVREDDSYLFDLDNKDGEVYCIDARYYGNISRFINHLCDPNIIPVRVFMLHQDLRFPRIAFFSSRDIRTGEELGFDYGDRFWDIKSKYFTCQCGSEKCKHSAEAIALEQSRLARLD
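AlphaScreen detection with an anti-monomethyl H3K9 antibody quantified product after a 2 h room-temperature reaction containing 500 nM biotinylated H3K9 peptide, 20 µM SAM and 20 nM enzyme, which had been preincubated 15 min with compound.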
BAZ2B block = BAZ2B (human) inhibition; AlphaScreen BAZ2B-H3K14Ac peptide displacement; Potency, µM (highest dose often 114 µM), for the others: top-dose activity change, negative = inhibition, usual class: inhibitors; 360,000 compounds, 4.4% hits; Q9UIF8; further: potency means the concentration at half of the fitted maximal effect; on the % scale 0 is the no-effect control and ±100 the full control effect; nearly all actives have a fitted effect of over 60% in size
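AlphaScreen luminescence quantifies BAZ2B engagement of H3K14Ac peptide; the protein and biotinylated peptide are both at 50 nM final, buffer PBS pH 7.4 with 0.01% Tween-20, all steps at room temperature.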
* hit, by the source's call; [ ] = dose if it differs, or a comment. Unless noted, the call rests on the fitted dose curve; in most records, active means well fitted curve in the direction sought with a large enough effect; inconclusive means small, poorly fitted or top-dose-only effect, or another doubt; inactive means no such curve, though single readings can be large; an effect the other way counts as inactive or inconclusive. This is a subset. The share of hits here may be higher or lower than overall.

The first 2 compounds, to show the layout:
What do the screens show for `Cc1cccc(-n2c(=O)c3c(c4cc(C)ccc4n3C)n(C)c2=O)c1`?
JMJD2A Tudor: -17.6%; HP1b chromo inh: 9.2%; ERG Ets-DNA blk: 3.6%; RGS4 inh: 0.7%; 12-LOX inh: -19.8%; GLS inh: -1.2%; PI4K2A inh: 3.2; G9a block: -2.2%[59 µM]; BAZ2B block: -3.5%

How did Fc1ccc(Oc2ccnc(Cl)n2)c(Cl)c1 do in these assays?
JMJD2A Tudor: -7.0%; HP1b chromo inh: 34.5%; ERG Ets-DNA blk: 0.9%; RGS4 inh: -2.3%; 12-LOX inh: 0.0%; GLS inh: 1.7%; PI4K2A inh: 2.0

This part in full, repeating the preview:
What do the screens show for `Cc1cccc(-n2c(=O)c3c(c4cc(C)ccc4n3C)n(C)c2=O)c1`?
JMJD2A Tudor: -17.6%; HP1b chromo inh: 9.2%; ERG Ets-DNA blk: 3.6%; RGS4 inh: 0.7%; 12-LOX inh: -19.8%; GLS inh: -1.2%; PI4K2A inh: 3.2; G9a block: -2.2%[59 µM]; BAZ2B block: -3.5%

How did Fc1ccc(Oc2ccnc(Cl)n2)c(Cl)c1 do in these assays?
JMJD2A Tudor: -7.0%; HP1b chromo inh: 34.5%; ERG Ets-DNA blk: 0.9%; RGS4 inh: -2.3%; 12-LOX inh: 0.0%; GLS inh: 1.7%; PI4K2A inh: 2.0

What do the screens show for `O=c1[nH][nH]c(C(F)(F)F)c1/C=N/N1CCOCC1`?
JMJD2A Tudor: -15.1%; HP1b chromo inh: 23.2%; ERG Ets-DNA blk: -2.9%; RGS4 inh: -5.2%; 12-LOX inh: -13.4%; GLS inh: 33.4%[activator]; PI4K2A inh: -5.5; G9a block: 39.8µM*; BAZ2B block: -28.9%

What do the screens show for `Cc1c(N2C(=O)/C(=C/c3cccc4ccccc34)SC2=S)c(=O)n(-c2ccccc2)n1C`?
JMJD2A Tudor: inconclusive; HP1b chromo inh: inconclusive; RGS4 inh: 16.9%; 12-LOX inh: 14.9%; GLS inh: 10.1%; PI4K2A inh: -0.8

Results for COc1ccc(Cl)cc1NC(=O)CN(C)C(=O)CN1C(=O)NC2(CCCC2)C1=O ?
JMJD2A Tudor: -3.4%; HP1b chromo inh: 12.8%; ERG Ets-DNA blk: 1.1%; RGS4 inh: 9.7%; 12-LOX inh: 0.8%; GLS inh: 1.8%; PI4K2A inh: 0.8; G9a block: -40.6%; BAZ2B block: -2.8%

What do the screens show for `CCOC(=O)N1CCC(N2Cc3cccc(C(=O)Nc4ccc(N(CC)CC)cc4C)c3C2=O)CC1`?
JMJD2A Tudor: 25.1µM*; HP1b chromo inh: inconclusive; ERG Ets-DNA blk: 0.3%; RGS4 inh: -0.6%; 12-LOX inh: -20.2%; GLS inh: 24.0%; PI4K2A inh: -2.1; G9a block: 10µM*; BAZ2B block: 14.1µM*

Results for COc1ccccc1OCC(=O)NCCSCc1ccc(Cl)cc1 ?
JMJD2A Tudor: -9.2%; HP1b chromo inh: 43.1%[activator]; ERG Ets-DNA blk: 1.5%; RGS4 inh: 9.5%; 12-LOX inh: -6.4%; GLS inh: 12.2%; PI4K2A inh: -1.3; G9a block: 21.2%[59 µM]; BAZ2B block: 6.9%

Results for Cc1ccc(NC(=O)c2cc(N3C(=O)CCC3=O)ccc2N2CCOCC2)cc1 ?
JMJD2A Tudor: -10.7%; HP1b chromo inh: 39.2%[activator]; ERG Ets-DNA blk: -18.0%; RGS4 inh: -9.0%; 12-LOX inh: -1.7%; GLS inh: -11.7%; PI4K2A inh: 0.4; G9a block: -3.3%; BAZ2B block: -16.3%

What do the screens show for `Cc1cccc(C(=O)Nc2nsc(N)n2)c1`?
JMJD2A Tudor: 0.7%; HP1b chromo inh: 36.8%; ERG Ets-DNA blk: 0.8%; RGS4 inh: -10.3%; 12-LOX inh: -0.4%; GLS inh: -0.4%; PI4K2A inh: -6.3; G9a block: -1.7%[12.7 µM]; BAZ2B block: 2.9%

What do the screens show for `COC(=O)c1c(NC(NC(=O)C(C)(C)C)C(Cl)(Cl)Cl)sc2c1CCC2` (stereo unspecified)?
JMJD2A Tudor: -22.2%; HP1b chromo inh: -5.6%; ERG Ets-DNA blk: 1.8%; RGS4 inh: -31.4%; 12-LOX inh: inconclusive; GLS inh: 4.6%; PI4K2A inh: -0.7; G9a block: inconclusive; BAZ2B block: -18.7%

What do the screens show for `O=C(O)C(Cc1ccc(O)cc1)N1C(=O)C2CCCCC2C1=O` (stereo unspecified)?
JMJD2A Tudor: -5.5%; HP1b chromo inh: 49.0%[activator]; ERG Ets-DNA blk: -8.8%; RGS4 inh: -21.3%; 12-LOX inh: 0.0%; GLS inh: 20.6%; PI4K2A inh: -1.0; G9a block: 22.9%; BAZ2B block: 3.3%

Results for Cc1ccc(N2CC(C(=O)N/N=C/c3cccc([N+](=O)[O-])c3)CC2=O)cc1 (stereo unspecified) ?
JMJD2A Tudor: -8.3%; HP1b chromo inh: 24.6%; ERG Ets-DNA blk: 2.3%; RGS4 inh: 2.7%; 12-LOX inh: -6.1%; GLS inh: 2.9%; PI4K2A inh: 4.4; G9a block: -2.6%[59 µM]; BAZ2B block: 5.1%

What do the screens show for `Cn1cc(S(=O)(=O)N2CCCCC2)cc1C(=O)NCc1ccc(Cl)cc1`?
JMJD2A Tudor: -15.7%; HP1b chromo inh: -2.4%[57 µM]; ERG Ets-DNA blk: -1.4%; RGS4 inh: -5.9%; 12-LOX inh: inconclusive; GLS inh: -22.0%; PI4K2A inh: -0.8; G9a block: -3.6%[59 µM]; BAZ2B block: -30.8%

Results for O=S(=O)(c1ccc(-c2nnc(SCc3nnc(-c4ccccc4)o3)o2)cc1)N1CCCC1 ?
JMJD2A Tudor: -12.0%; HP1b chromo inh: 32.0%; ERG Ets-DNA blk: 15.4%; RGS4 inh: -10.4%; 12-LOX inh: -4.6%; GLS inh: -3.8%; PI4K2A inh: 2.7; G9a block: 24.8%[59 µM]; BAZ2B block: 3.0%

How did O=C(COC(=O)C1(c2ccccc2F)CCCC1)NC1CCS(=O)(=O)C1 (stereo unspecified) do in these assays?
JMJD2A Tudor: -13.6%; HP1b chromo inh: -3.7%; ERG Ets-DNA blk: 7.7%; RGS4 inh: -16.8%; 12-LOX inh: 0.0%; GLS inh: 9.7%; PI4K2A inh: -12.8; G9a block: -9.6%[59 µM]; BAZ2B block: 8.6%

Results for Cc1n[nH]c(=S)n(NC(=O)/C=C/C(=O)Nn2c(=S)[nH]nc(C)c2=O)c1=O ?
JMJD2A Tudor: 12.6µM*; HP1b chromo inh: inconclusive; ERG Ets-DNA blk: 0.0%; RGS4 inh: -25.5%; 12-LOX inh: inconclusive; GLS inh: 11.2µM*; PI4K2A inh: -4.0; G9a block: inconclusive; BAZ2B block: 25.1µM*

How did COc1ccc(CCC(=O)Nc2ccc(Cn3ccnc3)cc2)cc1 do in these assays?
JMJD2A Tudor: -26.6%; HP1b chromo inh: 18.1%; ERG Ets-DNA blk: 0.1%; RGS4 inh: 20.3%; 12-LOX inh: 5.1%; GLS inh: 0.3%; PI4K2A inh: 10.6; BAZ2B block: -9.1%

Results for CCCc1cc(=O)[nH]c(SCC(=O)N2CCN(S(=O)(=O)c3ccccc3)CC2)n1 ?
JMJD2A Tudor: -10.8%; HP1b chromo inh: 18.0%; ERG Ets-DNA blk: 0.8%; RGS4 inh: -4.3%; 12-LOX inh: 3.6%; GLS inh: 3.9%; PI4K2A inh: -0.7; G9a block: 28.2%[59 µM]; BAZ2B block: 4.8%

How did COc1ccc2oc(-c3ccc(C)c(NC(=O)c4ccc(N5CCOCC5)c([N+](=O)[O-])c4)c3)nc2c1 do in these assays?
JMJD2A Tudor: 0.7%; HP1b chromo inh: -1.1%; ERG Ets-DNA blk: -3.7%; RGS4 inh: 11.4%; 12-LOX inh: -4.8%; GLS inh: -7.1%; PI4K2A inh: 1.4; G9a block: 6.3%; BAZ2B block: -5.1%

How did CCOC(=O)c1cc(-c2ccccc2)n(CC(=O)Nc2cccc(OC)c2)c1C do in these assays?
JMJD2A Tudor: -12.1%[57.1 µM]; HP1b chromo inh: 25.3%; ERG Ets-DNA blk: 2.5%; RGS4 inh: 5.4%; 12-LOX inh: -13.4%; GLS inh: 2.1%; PI4K2A inh: -4.4; G9a block: 11.2%[59 µM]; BAZ2B block: inconclusive

What do the screens show for `Cc1ccccc1-c1nc(-c2ccc(NC(=O)c3ccc(Br)o3)cc2)no1`?
JMJD2A Tudor: -12.4%; HP1b chromo inh: -5.7%; ERG Ets-DNA blk: -8.8%; RGS4 inh: 10.5%; 12-LOX inh: -4.7%; GLS inh: 14.5%; PI4K2A inh: 0.1; G9a block: 24.8%[59 µM]; BAZ2B block: -5.2%

What do the screens show for `O=C(CSc1ncc(-c2ccc(F)cc2)[nH]1)Nc1cccc(O)c1`?
JMJD2A Tudor: inconclusive; HP1b chromo inh: -5.2%; RGS4 inh: 1.6%; 12-LOX inh: 5.7%; GLS inh: 5.1%; PI4K2A inh: 1.2; G9a block: -31.0%[12.7 µM]; BAZ2B block: inconclusive

Results for CCOC(=O)c1c(-c2ccccc2)c[nH]c1C ?
JMJD2A Tudor: -30.3%; HP1b chromo inh: -33.3%; ERG Ets-DNA blk: -8.9%; RGS4 inh: 23.2%; 12-LOX inh: inconclusive; GLS inh: 7.3%; PI4K2A inh: -11.9

Screening data: PubChem BioAssay, National Center for Advancing Translational Sciences (NCATS)
